# Integrin act MD: activates integrin-mediated alleviation for muscular dystrophy | AID 624291 | alpha7betagal myoblasts, beta-gal FDG fluorescence, 48 h | 0.064% of 350,000 active | Potency, µM (doses to about 38.3 µM), without a hit: top-dose activation, most hits filed as activators;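 further: potency means the concentration at half of the fitted maximal effect; 100% = response of the positive control SU9516; nearly all actives have a fitted effect of over 60% in size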
#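 Alpha7betagal+/- myoblasts (passage 13) were plated 16-24 hr, then exposed to compounds (1:260 dilution of DMSO stock) for 48 hours at 37C. After MPER lysis, β-galactosidase reporter activity was read as FDG fluorescence (ex 480/em 540) after 30 minutes.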
# BRCA1 expr act: increases BRCA1 expression | Potency, µM (doses to about 46.1 µM), for the others: at the top dose activation, actives largely listed as activators | MCF7-BRCA1-FFLuc reporter, luminescence, 48 h; response scale: scaled: vehicle 0%, 10 µM genistein 100% | AID 624202 | 1.1% of 380,000 active; further: potency means the concentration at half of the fitted maximal effect; nearly all actives have a fitted effect of over 80% in size; some results filed as inactive show a strong effect at the top dose
#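 Compounds are tested at multiple concentrations on MCF7 BRCA1-luciferase reporter cells seeded at 2000 per well; after 48 h, a single luminescence end-point is taken and curves fitted to the normalized data.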
# B2AR arrestin: recruits beta-arrestin to the human beta2-adrenergic receptor | P07550 | 0.02% of 330,000 active | Potency, µM (doses to about 46.1 µM), for inactives: at the top dose activation, hits mostly activators | AID 492947 | beta-arrestin recruitment to beta2AR, cell-based reporter;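 further: potency means the concentration at half of the fitted maximal effect; 0% = DMSO controls and full agonism = EC100 isoproterenol or metaproterenol; nearly all actives have a fitted effect of over 65% in size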
# TCR act: T cell receptor activation; primary human leukocytes, anti-CD3, IL-2 HTRF, 48 h; 330,000 tested, under 10 active; Potency, µM (series often up to 9.22 µM), for inactives: at the highest dose activation of IL-2 secretion, most hits filed as activators; further: % of control where 0% means no effect
#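 Using a-CD3 beads without co-stimulation, primary human leukocytes were exposed to compounds for 48 hr. An HTRF IL-2 kit measured the cytokine, with europium-to-d2 energy transfer producing emission at 665nm upon 320nm excitation.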
# p53 reactivation: restores transcriptional activity of mutant p53. H1299 p53-A138V BP100-luciferase reporter, luminescence, 24 h. Potency, µM (doses to about 92.2 µM), without a hit: at the highest dose activity change, positive = activation, hits mostly activators. 0.063% of 320,000 active; further: potency means the concentration at half of the fitted maximal effect; % of control where 0% means no effect; nearly all actives have a fitted effect of over 45% in size
#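 H1299 (p53-null), stable ts p53-A138V + BP100-Luc; 1000 cells/well, Opti-MEM/10% FBS; cpd 4 pt, 1:5; 24 h, 37 deg C, 5% CO2; detection reagent 10 min RT; luminescence.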
# ELG1 DNA repair: inhibitors of ELG1-dependent DNA repair in HEK293T cells; HEK293T ELG1-luciferase reporter, luminescence, 16 h; DNA damage induced by 5-fluorouridine; Potency, µM (doses to about 46.1 µM), for the others: top-dose activity change, negative = inhibition, hits mostly inhibitors; 2.3% of 330,000 active; further: potency means the concentration at half of the fitted maximal effect; on the % scale 0 is the no-effect control and ±100 the full control effect; nearly all actives have a fitted effect of over 55% in size
#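 Cells (2,000 per well) received 5-fluorouridine plus test compound or DMSO and were incubated 16 hr at 37 °C, 5% CO2. Luciferase activity was read by luminescence 30 min after ONE-Glo addition; signal suppression marked inhibition of damage-induced ELG1 function.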
# TRPV1 agonist: activates the human vanilloid receptor TRPV1. 0.19% of 320,000 active. Q8NER1. activation, % at 8.33 µM. TRPV1-expressing cells, Fluo-8 calcium influx, agonist mode; in the data active means activation above about 80%; inconclusive means between about 30% and that limit; further: 0% is about no effect
# Target sequence (Q8NER1 whole entry, looked up): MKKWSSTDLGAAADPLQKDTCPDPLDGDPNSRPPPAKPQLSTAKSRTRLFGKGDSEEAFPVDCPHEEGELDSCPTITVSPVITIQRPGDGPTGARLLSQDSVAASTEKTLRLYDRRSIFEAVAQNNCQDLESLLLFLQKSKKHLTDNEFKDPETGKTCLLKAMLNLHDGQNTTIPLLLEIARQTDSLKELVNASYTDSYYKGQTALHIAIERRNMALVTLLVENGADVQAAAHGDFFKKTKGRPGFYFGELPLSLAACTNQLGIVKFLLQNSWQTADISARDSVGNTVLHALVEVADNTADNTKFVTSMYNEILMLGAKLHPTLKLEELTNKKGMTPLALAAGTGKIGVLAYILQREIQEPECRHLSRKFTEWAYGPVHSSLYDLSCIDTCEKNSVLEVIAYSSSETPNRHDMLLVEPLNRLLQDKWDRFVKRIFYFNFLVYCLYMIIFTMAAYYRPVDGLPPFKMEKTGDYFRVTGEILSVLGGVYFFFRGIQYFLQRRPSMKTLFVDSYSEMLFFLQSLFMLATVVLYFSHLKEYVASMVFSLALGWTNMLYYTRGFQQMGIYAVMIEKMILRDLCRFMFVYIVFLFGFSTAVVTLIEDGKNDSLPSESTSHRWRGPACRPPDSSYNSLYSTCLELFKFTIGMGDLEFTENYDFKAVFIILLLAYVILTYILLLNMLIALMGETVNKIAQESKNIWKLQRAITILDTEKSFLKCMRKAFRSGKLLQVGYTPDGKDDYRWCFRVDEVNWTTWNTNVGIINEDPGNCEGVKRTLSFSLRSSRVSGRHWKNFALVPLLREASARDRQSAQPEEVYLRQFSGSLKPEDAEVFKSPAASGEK
#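 Cells expressing TRPV1 were dye-loaded with Fluo-8 and read kinetically: 10 s baseline, 3 min after compound (agonist portion), then 2 min after EC20 capsaicin (allosteric enhancer portion). Calcium-bound dye fluorescence at 480/520 nm.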
# AT treatment: potential ataxia-telangiectasia treatment; […] A-T fibroblasts, KAP-1 phosphorylation AlphaLISA; neocarzinostatin DNA damage 30 min before lysis; Potency, µM (highest dose often 57.5 µM), without a hit: at the top dose activation, most hits filed as activators; 0.19% of 320,000 active; further: potency means the concentration at half of the fitted maximal effect; % of control where 0% means no effect; nearly all actives have a fitted effect of over 45% in size
#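 ATM-like activity read as KAP-1 phosphorylation via AlphaLISA donor/acceptor antibody pairs after lysis and 6 hr at 25C. Cells were ATM-null patient fibroblasts ([…], hTERT), dosed 60 min, then exposed to the DSB inducer NCS for 30 min.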
# PTAP TSG101 blk: blocks PTAP/TSG101 interaction to inhibit HIV-1 budding | 340,000 tested, under 10 active | Q99816 | AID 493005 | Fluorescence polarization, FITC-PTAP peptide / Tsg101 binding | Potency, µM (highest dose often 115 µM), without a hit: at the highest dose activity change, negative = inhibition, hits mostly inhibitors; active means well fitted inhibition curve with a large enough effect in the main read-out, with a control signal flat, not every such curve was filed as active; inconclusive means small, poorly fitted or top-dose-only effect, or effect the other way, or a change in a side signal; inactive means no such curve, though single readings can be large or run the other way; further: potency means the concentration at half of the fitted maximal effect; % of control where 0% means no effect
#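 Tsg101 binding domain (10 uM final) was mixed with compound and a FITC-labeled PTAP peptide (50 nM final) in HEPES pH 7.5 buffer with NaCl, Tween 20, EDTA and TCEP; fluorescence polarization was read after 20 min at r.t.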
# MLL CXXC-DNA inh: MLL CXXC-DNA interaction inhibition; AID 2662; 0.037% of 290,000 active; Potency, µM (highest dose often 115 µM), without a hit: at the highest dose activity change, negative = inhibition, usual class: inhibitors; MLL-CXXC / FITC-HOXA9 DNA fluorescence polarization; active means well fitted inhibition curve with a large enough effect in the polarisation, with a control signal flat, not every such curve was filed as active; inconclusive means small, poorly fitted or top-dose-only effect, or effect the other way, or a change in a side signal; inactive means no such curve, though single readings can be large or run the other way; the % refers to the polarisation; further: potency means the concentration at half of the fitted maximal effect
#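 Purified MLL-CXXC (added from a 7 uM solution) was preincubated 5 min at ambient with pinned compounds in 50 mM Tris-HCl pH 7.5, 50 mM NaCl, 1 mM DTT, 0.05% BSA. Fluorescein-labeled HOX-A9 DNA (50 nM solution) followed, 30 min, then polarization read.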
# An asterisk follows results filed as active; ? = inconclusive; . = not tested or not shown; [ ] = remark or other dose. Unless noted, the call rests on the fitted dose curve; in most records, active means well fitted curve in the direction sought with a large enough effect; inconclusive means small, poorly fitted or top-dose-only effect, or another doubt; inactive means no such curve, though single readings can be large; an effect the other way counts as inactive or inconclusive.
compound,Integrin act MD,MLL CXXC-DNA inh,ELG1 DNA repair,AT treatment,TRPV1 agonist,PTAP TSG101 blk,p53 reactivation,B2AR arrestin,BRCA1 expr act,TCR act
COC(=O)c1ccc(CNC(=O)Cn2cnc3c(SC)nc(N)nc32)cc1,-10%,.,?,11%,.,-2%,-4%,-0.7%,-2%,-3%
CCOc1ccc(S(=O)(=O)Nc2ccc(C(=O)N3CCCC3)cc2)cc1C(N)=O,13%,18%,22%,4%,-3,-8%,0%,0.4%,-12%,-2%
Cc1ccc(S(=O)(=O)N2CCCC(N3CCOCC3)C2)cc1Cl (centres undefined),1%,2%,-6%,3%,0,-3%,-5%,-0.4%,3%,-1%
Cc1c(/C=N/NC(=O)CNc2ccccc2)c2ccccn2c1C(=O)c1ccncc1,5%,-16%,18µM*,-7%,-1,1%,4%,-1.0%,-8%,1%[46.1 µM]
COc1ccc(CNS(=O)(=O)c2ccc(S(=O)(=O)N3CCCCC3)cc2)cc1,8%,0%,-4%,12%,6,-1%,3%,-0.6%,-1%,0%
Cc1ccc(NC(=O)CSc2nnc(C3CCCCC3)n2N)cc1F,-7%,-1%,9%,-7%,19,-6%,-4%,-0.1%,2%,-8%
COc1ccc(NC(=O)NCCCN2CCC(Cc3ccccc3)CC2)cc1,-46%[inhibitor],-6%,10%,-6%,10,-1%,0%,-0.9%,-16%,0%
Cc1nn(C(=O)c2ccc3c(c2)OCO3)c(N)c1-c1ccccc1,17%,-4%,?,1%,29,1%,14%,0.2%,?,-3%
CCC(C)Sc1ccc(-c2nc3ccc(C)cn3c2NCc2ccccc2)cc1 (centres undefined),-47%,.,?,11%,.,0%,10%,0.5%,?,0%
CN(Cc1nc(-c2cccnc2)no1)S(=O)(=O)c1ccccc1,13%,1%,5%,-8%,0,-3%,-13%,-0.6%,-5%,-3%
O=C(N[C@H](CO)[C@H](O)c1ccc([N+](=O)[O-])cc1)C(Cl)Cl,1%,.,.,.,.,16%,.,.,0%,4%
COc1ccccc1NC(=O)CCSc1nnc(-c2ccncc2)o1,1%,5%,12%,4%,1,-3%,1%,-0.1%,-11%,.

# In the list so far, seven have a carbonyl joined to an NH by a bond outside any ring:
compound,Integrin act MD,MLL CXXC-DNA inh,ELG1 DNA repair,AT treatment,TRPV1 agonist,PTAP TSG101 blk,p53 reactivation,B2AR arrestin,BRCA1 expr act,TCR act
COC(=O)c1ccc(CNC(=O)Cn2cnc3c(SC)nc(N)nc32)cc1,-10%,.,?,11%,.,-2%,-4%,-0.7%,-2%,-3%
CCOc1ccc(S(=O)(=O)Nc2ccc(C(=O)N3CCCC3)cc2)cc1C(N)=O,13%,18%,22%,4%,-3,-8%,0%,0.4%,-12%,-2%
Cc1c(/C=N/NC(=O)CNc2ccccc2)c2ccccn2c1C(=O)c1ccncc1,5%,-16%,18µM*,-7%,-1,1%,4%,-1.0%,-8%,1%[46.1 µM]
Cc1ccc(NC(=O)CSc2nnc(C3CCCCC3)n2N)cc1F,-7%,-1%,9%,-7%,19,-6%,-4%,-0.1%,2%,-8%
COc1ccc(NC(=O)NCCCN2CCC(Cc3ccccc3)CC2)cc1,-46%[inhibitor],-6%,10%,-6%,10,-1%,0%,-0.9%,-16%,0%
O=C(N[C@H](CO)[C@H](O)c1ccc([N+](=O)[O-])cc1)C(Cl)Cl,1%,.,.,.,.,16%,.,.,0%,4%
COc1ccccc1NC(=O)CCSc1nnc(-c2ccncc2)o1,1%,5%,12%,4%,1,-3%,1%,-0.1%,-11%,.

# The main list resumes, repeating the 3 entries before the break.
compound,Integrin act MD,MLL CXXC-DNA inh,ELG1 DNA repair,AT treatment,TRPV1 agonist,PTAP TSG101 blk,p53 reactivation,B2AR arrestin,BRCA1 expr act,TCR act
CN(Cc1nc(-c2cccnc2)no1)S(=O)(=O)c1ccccc1,13%,1%,5%,-8%,0,-3%,-13%,-0.6%,-5%,-3%
O=C(N[C@H](CO)[C@H](O)c1ccc([N+](=O)[O-])cc1)C(Cl)Cl,1%,.,.,.,.,16%,.,.,0%,4%
COc1ccccc1NC(=O)CCSc1nnc(-c2ccncc2)o1,1%,5%,12%,4%,1,-3%,1%,-0.1%,-11%,.
CS(=O)(=O)c1ccc(Cl)c(NC(=O)COC(=O)CNC(=O)c2ccc(Br)o2)c1,7%,-3%,-2%,-1%,2,-5%,6%,-0.4%,5%,-1%
CC(=O)c1cccc(NC(=O)CSc2nc(=O)n(CCN3CCOCC3)c3c2CCC3)c1,-2%,.,-13%,-14%,0,0%,-4%,-0.2%,7%,1%
CC1(C)Cc2c(sc3[nH]c(=O)n(CC(=O)NCC4CCCO4)c(=O)c23)CO1 (centres undefined),1%,-11%,12%,12%,4,5%,2%,-0.1%,-7%,0%
COc1ccccc1NC(=O)C(=O)N/N=C(\C)CC(=O)Nc1ccc(OCc2ccccc2)cc1,-23%,1%,?,-4%,-5,-4%,1%,-0.6%,32%,2%
Cc1cccc(OCC(=O)Nc2ccc(NC(=O)c3ccco3)cc2)c1,?,17%,?,-13%,2,0%,-3%,0.4%,9%,3%
COc1ccc(CC(=O)NCc2n[nH]c(=S)n2-c2cccc(Cl)c2)cc1,14%,5%,-5%,-5%,-3,-2%,2%,-1.1%,34%,-1%
Cc1ccc(CNC(=O)Cc2noc3ccccc23)cc1,0%,-10%,?,15%,-2,-11%,3%,-0.7%,?,-2%
CSc1cc(C)n(-c2ccccc2)c(=S)c1C(C)=O,3%,15%,2%,1%,-1,-3%,0%,-1.6%,-10%,2%
COc1ccccc1NC(=O)CN(c1ccccc1C)S(C)(=O)=O,-7%,-9%,-4%,3%,7,1%,0%,-0.3%,-47%,.
COc1cc(C(=O)Nc2ccc(NC(=O)c3ccco3)nc2)cc(OC)c1OC,19%,9%,?,5%,-2,-7%,-12%,-0.3%,3%,-10%
CCCSc1nc2c(c(=O)[nH]c(=O)n2C)n1Cc1ccc(C)cc1,12%,9%,23%,1%,4,-2%,-2%,0.0%,-9%,-2%
CC(=O)c1cccc(NC(=O)/C=C/c2ccc([N+](=O)[O-])s2)c1,-68%[inhibitor],23%,?,0%,84*,-3%,11%,0.1%,-70%,4%
CC(=O)c1cccc(NC(=O)c2ccc(N(C)S(C)(=O)=O)cc2)c1,1%,2%,14%,0%,8,-3%,?,-0.4%,42%,3%
CC1(C)S[C@@H]2[C@H](NC(=O)[C@H](N)c3ccc(O)cc3)C(=O)N2[C@H]1C(=O)O,.,11%,11%,8%,-1,-2%,2%,3.2%,11%,1%
CCn1c(CCC(=O)Nc2ccccc2F)nnc1SCC(=O)Nc1ccc(OC)cc1,-20%,-1%,-6%,2%,2,-5%,-7%,-0.1%,2%,1%
COc1cccc(-c2nnc(SCC(=O)Nc3ccc4c(c3)OCCO4)n2Cc2ccco2)c1,-1%,17%,?,-10%,19,-8%,-17%,0.0%,-11%,-2%
O=C(O)c1cccc(N=C2NC(=O)C(CO)(CO)S2)c1,0%,-15%,-1%,-4%,0,-3%,.,0.4%,19%,.
c1ccc2c(c1)CCOC2CNCCCN1CCCCC1 (centres undefined),-29%,1%,6%,2%,-3,0%,-8%,-0.6%,-9%,-2%[46.1 µM]
COc1ccc(C2=NOC(C)(c3sc(-c4ccc(Cl)cc4)nc3C)C2)cc1 (centres undefined),12%,.,.,.,.,-4%,.,.,39%,7%
O=C(CSCc1ccccc1Cl)Nc1ccc(C(=O)O)cc1,-18%,-2%,-5%,-6%,-1,3%,.,0.1%,-20%,.
Cc1ccc(OCCCN(C)C)c(Br)c1,-27%,-2%,3%,3%,-1,-2%,1%,0.4%,20%,-1%
Cc1nc(NC(=O)CN2CCC(O)(c3ccc(F)cc3)CC2)sc1C,0%,1%,9%,0%,5,-3%,11%,-1.4%,1%,-1%
CN1CCN(Cc2c(O)ccc3c(=O)c(Oc4ccccc4Cl)c(C(F)(F)F)oc23)CC1,0%,-1%,-2%,19%,-2,1%,5%,0.5%,-15%,-3%
CC(C)NC(=O)C1CCN(C2CCN(Cc3nc(C(C)C)cs3)CC2)CC1,?,2%,5%,-5%,3,-4%,7%,-0.9%,-9%,-1%
